AddAB inh = less growth of phage-infected E. coli with AddAB. AID 435030. E. coli expressing H. pylori AddAB, absorbance growth. inhibition, % at 11.9 µM. hit rate 0.29% among 330,000; in the data active = inhibition above about 12%;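 also: 0% = vehicle wells of infected cells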
PKA-R1A act = PKA-R1A complex activation | P00514+P68181 | PKA-R1A dissociation, Cy5-IP20 fluorescence polarization; scaled: DMSO 0%, 113 µM cGMP 100% | activation, % at 11.4 µM | hit rate 0.083% among 340,000 | AID 504707;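 active = percent activation above the mean of all tested compounds plus 3 SD, cut at about 19% in these data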;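 also: higher means more PKAc released from R1A so a rise in polarization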
Ecoli viability = reduces bacterial viability in AddAB counter-screen; AID 449728; hit rate 0.27% among 330,000; inhibition, % at 11.9 µM; E. coli V3065 growth, OD600 absorbance, 18 h;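 active = inhibition above the campaign's mean inhibition across all tested compounds plus 3 SD, cut at about 9.9% in these data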;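 also: uninfected addAB+ strain grown without phage in ampicillin broth; 0% = DMSO wells and 100% = ciprofloxacin 0.95 µg/ml wells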
CDK5 inh = inhibitors of human CDK5/p35 kinase | Recombinant CDK5/p35, ADP-Glo luminescence, 60 min | AID 488839 | hit rate 0.01% among 330,000 | inhibition, % at 10 µM | Q00535+Q15078;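 active = highest replicate inhibition of at least 50% and at least 75% of replicates reaching 50%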;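 also: plate controls were DMSO neutral control for no effect and GW8510 at 10 µM for full effect; many of its hits are not listed in these tables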
Target sequence (Q00535 whole entry, looked up): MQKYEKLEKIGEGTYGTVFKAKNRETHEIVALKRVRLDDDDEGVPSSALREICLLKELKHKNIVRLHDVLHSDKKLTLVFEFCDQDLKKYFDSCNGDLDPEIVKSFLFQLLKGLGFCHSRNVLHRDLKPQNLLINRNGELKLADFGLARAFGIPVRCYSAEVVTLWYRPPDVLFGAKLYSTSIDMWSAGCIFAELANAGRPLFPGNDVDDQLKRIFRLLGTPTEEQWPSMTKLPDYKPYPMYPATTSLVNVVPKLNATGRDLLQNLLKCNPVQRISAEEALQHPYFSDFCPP
Target sequence (Q15078 whole entry, looked up): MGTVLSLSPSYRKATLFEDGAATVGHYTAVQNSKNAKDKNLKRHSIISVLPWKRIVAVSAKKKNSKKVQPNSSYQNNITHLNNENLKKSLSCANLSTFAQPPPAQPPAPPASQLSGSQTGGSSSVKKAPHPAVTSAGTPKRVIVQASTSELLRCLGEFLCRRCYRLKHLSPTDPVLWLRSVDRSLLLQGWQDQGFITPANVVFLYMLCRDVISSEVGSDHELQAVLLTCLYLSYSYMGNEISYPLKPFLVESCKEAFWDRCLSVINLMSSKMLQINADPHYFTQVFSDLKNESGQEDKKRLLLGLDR
HTR5A inv ctr = HTR5A inverse agonism, opioid heterodimer counter-screen; HTR5A cell line, luminescence; hit rate 0.083% among 340,000; AID 504634; P47898; inhibition, % at 9.3 µM; in the data active = inhibition mostly above about 23%, no sharp cut-off; inactive = mostly below about 18%;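 also: 0% = cells with DMSO and 100% = no-cell wells with DMSO; some compounds called inactive have numbers as strong as hits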
Target sequence (P47898 whole entry, looked up): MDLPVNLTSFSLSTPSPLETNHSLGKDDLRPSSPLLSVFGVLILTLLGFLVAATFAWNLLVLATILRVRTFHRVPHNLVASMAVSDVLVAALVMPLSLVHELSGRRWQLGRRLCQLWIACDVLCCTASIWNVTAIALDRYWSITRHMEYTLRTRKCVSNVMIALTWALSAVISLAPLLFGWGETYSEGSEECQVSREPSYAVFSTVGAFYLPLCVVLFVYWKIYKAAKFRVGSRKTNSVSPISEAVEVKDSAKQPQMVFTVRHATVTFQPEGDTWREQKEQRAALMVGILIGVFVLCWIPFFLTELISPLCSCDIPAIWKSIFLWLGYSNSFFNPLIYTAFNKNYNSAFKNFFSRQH
phage Ecoli inh = E. coli growth loss with phage present; inhibition, % at 11.9 µM; growth absorbance; hit rate 0.26% among 360,000; AID 651602; in the data active = inhibition above about 11%
Tat transport = blocks Tat-dependent protein export in E. coli. hit rate 0.036% among 340,000. E. coli MC4100 TorA-mCherry Tat export, fluorescence. inhibition, % at 10 µM;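 active = mean replicate inhibition at least 50% and at least half of replicates individually reaching 50%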;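 also: exported cargo escapes ClpAP degradation while cytoplasmic cargo is degraded and loses fluorescence; 0% = median of neutral control wells and 100% = median of NaSCN control wells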
HTR5A ag = HTR5A agonism, opioid heterodimer counter-screen; P47898; HTR5A agonist assay, luminescence, cell-based; activation, % at 9.3 µM; hit rate 0.61% among 340,000; in the data active = activation mostly above about 9.5%, no sharp cut-off; inactive = mostly below about 7.6%;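 also: 0% = cells with vehicle only and 100% = reference agonist; strong numbers were not always called active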
Mot1-301 SUMO = blocks SUMOylation pathway, rescuing yeast Mot1-301 growth; S. cerevisiae Mot1-301 growth rescue, ATP luminescence, 38.5C; percent above DMSO median, 100 means doubled; growth rescue, % at 18.8 µM; hit rate 1% among 320,000; AID 2716;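 active = every valid replicate shows activation above 250% relative to neutral control wells; inactive = the rest, any valid replicate at or below 250%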;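 also: OY570 slx delta 5 strain wells were the positive control but not used for scaling; some compounds called inactive have numbers as strong as hits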
DAGLB inh = blocks human DAGLB lipase activity; Q8NCG7; HEK293T DAGLB membrane lysate, EnzChek fluorogenic substrate; inhibition, % at 5.17 µM; hit rate 0.059% among 340,000; AID 504411; in the data active = inhibition above about 34%;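 also: 0% = enzyme with vehicle and 100% = wells lacking enzyme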
PKA-R2B activ = PKA-R2B complex activation; PKA-R2B holoenzyme dissociation, Cy5-IP20 fluorescence polarization; R2B truncated from residue 108, S112A mutant; 0% DMSO only, 100% 113 µM cGMP; activation, % at 11.4 µM; hit rate 0.079% among 340,000;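 active = activation above a cutoff set at the mean over all compounds plus 3 SD, cut at about 18% in these data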;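 also: higher means more holoenzyme dissociation and a rise in polarization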
* = called active by the depositor; . = no result given.

SMILES	AddAB inh	PKA-R1A act	Ecoli viability	CDK5 inh	HTR5A inv ctr	phage Ecoli inh	Tat transport	HTR5A ag	Mot1-301 SUMO	DAGLB inh	PKA-R2B activ
N#CCC(=O)Nc1ccc(C(=O)Nc2ccc3c(c2)OCO3)cc1	-0.1	1	-1.9	-2.5	-14	1.5	-3	6	16	2	-11
COc1nc(-c2ccccc2)nc(C)c1CC(=O)O	-0.5	10	-0.6	1.4	-8	1.7	-4	3	-9	1	-2
N#Cc1ccccc1Cn1c(-c2cscn2)nc2ccccc21	4.5	1	2.5	-1.3	3	-0.7	5	-1	2	0	15
COCCCn1c(SCC(=O)OC2CCCCC2)nnc1-c1ccco1	1.8	-4	-1.0	0.1	7	.	8	-2	-6	-1	-7
CCC(=O)Nc1ccc(C(=O)n2ccc(C)n2)cc1	4.0	2	0.1	0.5	-30	2.9	-5	0	-8	0	2
COCCN(C(=O)CSc1nnc(-c2cccc(F)c2)n1N)c1c(N)n(Cc2ccccc2)c(=O)[nH]c1=O	0.8	-7	-0.1	-1.6	6	3.1	-10	-2	-11	-2	-15
COc1cc(NS(=O)(=O)c2ccc(NC(=S)NC(=O)C3CCCC3)cc2)nc(OC)n1	-0.2	9	-0.7	-0.1	-10	3.0	14	3	133	4	-14
OCCNCCCCSc1ccc(Cl)cc1	4.5	3	2.6	0.6	10	3.8	6	2	12	-1	0
C=CCSc1nnc(NC(=O)c2cn(CC)c3nc(C)ccc3c2=O)s1	-1.9	-3	-0.6	-1.4	19	-0.5	-3	5	2	1	4
COc1cc(C)c(Cl)cc1S(=O)(=O)N(C)C	2.6	0	-2.1	0.5	-5	-0.9	-3	2	1	2	2
C=CCC1(NCc2ccco2)CCN(CC)CC1	-0.9	-10	1.1	-5.9	7	1.7	4	-3	-8	2	0
COc1cc(-c2cc(C(=O)Nc3ccc(S(=O)(=O)NCc4ccco4)cc3)c3ccccc3n2)cc(OC)c1OC	0.3	5	-0.4	0.8	-37	5.5	5	2	-3	-1	-7
CC(C)(C)c1ccc(C(=O)N/C(=C\c2cccs2)C(=O)N2CCOCC2)cc1	6.4	-2	-2.7	-3.5	13	2.0	-11	-5	-14	1	1
CCC(CC)C(=O)NCc1ccc(OC)cc1	2.1	-6	-0.7	1.4	-1	2.8	0	0	-9	1	-6
C=CC[C@@H](CC(=O)N(CCO)Cc1ccccc1)C(=O)NC[C@@H](OC(=O)[C@@H](CC=C)CC(=O)OC(C)(C)C)c1ccccc1	1.4	-13	-3.2	0.1	0	-1.3	9	-4	2	-5	-9
COc1ccc(NC(=O)Cn2ncn3nc(-c4ccc(OC)cc4)cc3c2=O)cc1	2.9	6	1.4	-2.8	11	2.1	2	-2	-6	-2	0
CC(C)NS(=O)(=O)c1ccc(NC(=O)C2CCCCC2)cc1	2.3	-10	2.3	1.9	-5	2.8	-1	2	-9	-1	-9
Cc1ccc(NC(=O)c2cccs2)cc1NC(=O)c1ccccc1Cl	0.2	-15	0.1	2.3	-9	0.0	2	2	-11	-3	8
O=C(OCn1ncc(Cl)c(Cl)c1=O)c1ccc(C(F)(F)F)cc1	.	-6	.	0.2	2	1.4	-16	-4	.	4	-4
CC1CC(C)(C)NC(=S)N1CCC(=O)NCc1ccc(F)cc1 (stereo not drawn)	3.3	2	0.8	0.6	-10	0.8	12	6	-18	-2	4
Cn1cccc1/C=N/NC(=O)c1ccco1	3.1	-4	-0.7	0.3	-3	0.6	-8	1	-13	3	3
O=C(Nc1ccc(Br)cc1)C1C2C=CC3(O2)C1C(=O)N(CCN1CCOCC1)C3C(=O)NC1CCCCC1 (stereo not drawn)	1.2	-10	-1.3	-1.0	9	-1.1	25	-3	-8	2	-5
COC(=O)c1[nH]c(C)c(/C(O)=C2\C(=O)C(=O)N(CCN(C)C)C2c2cc(OC)ccc2OC)c1C (stereo not drawn)	-1.6	-11	-1.5	1.8	10	1.4	-2	-3	-10	0	4
COc1ccccc1NC(=O)CN1CCN(CC(=O)Nc2cc(C)ccc2OC)CC1	.	-2	.	1.5	-12	3.2	4	3	.	-1	-6
COc1ccc(CCNC(=O)c2nnn(CC(=O)Nc3ccccc3)c2N)cc1OC	2.2	-14	0.5	-1.2	-26	-1.2	-3	2	6	0	-5

Next part.
SMILES	AddAB inh	PKA-R1A act	Ecoli viability	CDK5 inh	HTR5A inv ctr	phage Ecoli inh	Tat transport	HTR5A ag	Mot1-301 SUMO	DAGLB inh	PKA-R2B activ
COc1ccc(C2(CN(C(C)=O)C(C)=O)CCCC2)cc1OC	-1.5	1	-1.7	1.2	-6	2.3	-24	2	.	-5	-1
COc1ccc(-c2cn3cccnc3n2)cc1F	2.6	0	0.2	1.5	-39	1.5	0	-1	-18	3	-11
C=CCNc1cnn(-c2ccccc2)c(=O)c1Cl	1.1	-12	-0.6	-1.1	-7	4.4	-7	2	-10	5	5
CCn1c(Cc2cccs2)nnc1SCC(=O)Nc1ccc(OC)c(OC)c1	-0.3	-2	0.6	-0.5	-40	1.2	9	9.7*	-7	-1	4
CC1(C)CCCN(C(=O)c2coc(=O)c(Br)c2)C1	.	10	.	-0.1	-11	1.2	-6	5	.	0	-4
CC1CN(S(=O)(=O)c2cccc(C(=O)OCC(=O)Nc3ccc4c(c3)OCO4)c2)CC(C)O1 (stereo not drawn)	1.4	-7	-1.2	-0.3	9	-0.5	-6	-1	-11	-1	4
COc1ccccc1NS(=O)(=O)c1cc(NC(=O)c2ccncc2)ccc1N1CCCC1	4.6	-5	0.6	0.7	-4	2.8	-4	1	160	0	-7
COc1cc(NC(=O)COc2ccccc2Cl)ccc1NC(=O)C(C)C	1.4	0	1.0	1.5	-7	0.0	-4	0	12	-3	6
Cc1c(N=Cc2cc(Br)cc(Br)c2O)cccc1C(=O)O	2.6	6	-1.9	-2.2	-5	6.1	-2	1	919*	13	-4
CNC(=O)c1ccccc1NC(=O)C1CC(=O)N(C(C)C)C1 (stereo not drawn)	1.8	2	-1.9	0.8	5	1.7	-5	-1	-10	1	3
C/C(CCc1oc2ccccc2c1-c1ccc(C)o1)=N/O	5.1	-4	1.1	-0.5	-22	0.9	11	0	3	-4	-1
CN1CCCN(S(=O)(=O)c2cccc(Cl)c2Cl)CC1	0.7	4	1.3	1.6	-60	3.3	0	6	3	-2	0
CCn1cc(CN2CCCC(C(=O)Nc3cccc(-c4cc5ccccc5[nH]4)c3)C2)c(C)n1 (stereo not drawn)	-0.3	0	-0.2	0.0	-13	5.2	-6	2	2	4	15
CC(C)N=C(Nc1cccnc1)c1ccccc1	0.2	0	-1.7	-2.0	-18	-2.6	0	5	-17	-1	2
CCCCN1C2=C(C(=O)CCC2)C(c2ccc(Cl)c(Cl)c2)C2=C1c1ccccc1C2=O (stereo not drawn)	2.5	5	-3.1	2.3	-12	-0.9	1	4	-7	3	-5
COc1cc2c(cc1OC)CN(C(=O)Nc1ccccc1)CC2	2.3	8	1.1	-0.1	-25	1.1	5	5	298	-1	-5
COCCN(C(=O)COC(=O)/C(=C/c1ccccc1)NC(C)=O)c1c(N)n(Cc2ccccc2)c(=O)[nH]c1=O	.	-1	.	-1.2	0	1.6	-4	-5	-2	2	0
Cc1ccccc1C(=O)N1CCN(c2ccc(NC(=O)c3ccc4c(c3)OCO4)cc2)CC1	1.7	1	1.8	-2.8	-31	1.9	0	3	124	2	-18
CN(C)C(=O)c1ccc(Nc2ncnc3sc4c(c23)CCCCC4)cc1	0.8	-5	-1.4	-0.5	1	-0.7	5	7	-11	2	5
Cc1nc2c(N=Nc3ccccc3F)c(N)nn2c(N)c1C#N	-2.9	-2	-1.9	-1.0	-26	-0.1	4	6	.	7	1
COCCSc1ccccc1C(=O)Nc1ccccc1C(C)C	0.0	-1	1.9	-0.4	-12	3.7	-1	4	.	3	-4
O=C(Nc1cccnc1)c1ccc(NS(=O)(=O)c2cc([N+](=O)[O-])ccc2Cl)cc1	-0.6	-4	-1.3	0.2	-19	-1.3	0	7	-17	5	-7
CC(C)(c1ccccc1)c1ccc(OCCCNCCO)cc1	-0.9	4	0.1	-0.3	-11	-0.3	-7	3	.	-1	-8
COC(=O)c1ccc(C(=O)OC)c(NC(=S)N2CCN(c3ccc(F)cc3)CC2)c1	1.5	1	-2.7	0.4	-7	1.3	4	1	170	-2	10
CC1=NCCN1CCNC(=O)Nc1ccc(F)cc1	1.9	.	2.6	0.7	.	-0.4	0	.	97	.	.

Next section:
SMILES	AddAB inh	PKA-R1A act	Ecoli viability	CDK5 inh	HTR5A inv ctr	phage Ecoli inh	Tat transport	HTR5A ag	Mot1-301 SUMO	DAGLB inh	PKA-R2B activ
CN1C(=S)SC(N(O)C(=O)NC2CCCCC2)C1(C)C (stereo not drawn)	2.1	6	0.5	-1.2	19	2.3	-3	-8	2	0	1
COc1ccc(Cl)cc1N1C(=O)CC(Sc2ccccc2N)C1=O (stereo not drawn)	1.2	0	0.7	-2.3	-3	1.2	9	1	-11	0	-9
COc1cc(/C=N/NS(=O)(=O)c2ccc(C)c([N+](=O)[O-])c2)ccc1O	0.3	-4	-1.3	-0.8	7	3.5	0	-3	16	-1	0
CC(C)NC(=O)c1onc(CSc2cccc3ccccc23)c1C(=O)O	2.8	7	-1.4	-2.2	-1	2.4	-2	0	154	9	-6
CCCOc1ccccc1/C=C(\C#N)C(=O)Nc1cccnc1	0.2	6	0.5	1.0	-15	3.2	-4	2	-11	-1	17
CCC(/C=N/NC(=O)C(=O)N/N=C/C(CC)CC)CC	2.8	12	1.0	-0.6	-1	1.6	3	0	226	0	-1
Cc1ccc(NC(=O)N(O)C2CCCCC2C#N)cc1 (stereo not drawn)	.	1	.	0.4	-10	4.1	-1	3	.	-2	-5
CCC(C)C(NC(=O)OC(C)(C)C)C(=O)NC(Cc1ccccc1)C(=O)OC (stereo not drawn)	1.8	5	0.1	1.8	1	0.9	2	1	25	0	6
CC(C)CC(=O)N1CCN(C(=O)CCC2CCCC2)CC1	2.2	-7	-2.0	-0.3	11	-0.5	4	-5	2	1	-5
CN(C)CCNc1nc2c(c(=O)[nH]c(=O)n2C)n1CCCc1ccccc1	0.2	-7	-3.1	1.9	-10	2.1	2	4	2	0	-10
Cc1c(C(=O)N2CCC(Cc3ccccc3)CC2)cccc1[N+](=O)[O-]	4.3	-6	1.0	-1.4	2	6.4	4	-1	-1	-6	-5
COc1ccc(CCNC(=O)CSCc2ccc([N+](=O)[O-])cc2)cc1OC	1.1	-1	-0.9	0.1	25	1.2	-2	4	8	0	1
C=CCn1c(Cc2cccs2)nnc1SCC(=O)c1cccc(Br)c1	0.2	-1	1.6	1.0	-24	1.2	3	1	10	-1	0
NS(=O)(=O)c1ccc(CCNC(=O)CSc2ccccc2)cc1	0.4	4	-2.5	-1.1	-11	1.6	2	-3	-2	1	0
N#Cc1ccccc1OCC(=O)Nc1nnc(C2CC2)s1	0.8	-1	-2.5	-0.2	-13	0.1	13	5	14	-3	7
CCCCN(CC)C(=O)Cn1ncc2c3ccccc3n(CCC)c2c1=O	.	-12	.	-0.8	-4	0.2	16	1	-16	-1	1

This is a random part of the collection. Share with any hit: about 2.3%.
